Compound activity deposited in PubChem by several laboratories.
hcDAF12 agonist: H. contortus DAF-12 activation, primary screen; activation, % at 6.8 µM; HEK293 hcDAF-12 lit1-tk-luc reporter, luminescence; 0% DMSO, 100% Δ7-dafachronic acid; 370,000 compounds, 1.4% hits;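 active = activation above the mean of all tested compounds plus 3 SD, cut at about 5.5% in these data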;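 note: 100% = response to 3 µM Δ7-dafachronic acid high control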
PG9 binder: binds the HIV-1 gp120 antibody PG9; TR-FRET gp120-PG9 antibody binding; 360,000 compounds, 0.43% hits; AID 624416; inhibition, % at 6.7 µM; in the data active = inhibition above about 8.5%
SMARCA2 activ: SMARCA2 function activation, primary screen. MG213 cells, MMTV-luciferase reporter, dexamethasone, overnight. activation, % at 9.1 µM. 370,000 compounds, 1% hits; in the data active = activation above about 7.8%;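 note: 0% = vehicle wells and 100% = reference activator wells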
DAX1 inh-1: inhibits human nuclear receptor DAX1 | P51843 | HEK293 Gal4-DAX1 luciferase reporter, luminescence | inhibition, % at 6.75 µM | 340,000 compounds, 0.99% hits | AID 504766;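 active = inhibition above the mean over all tested compounds plus 3 SD, cut at about 4.2% in these data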;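 note: 0% = DAX1-transfected cells with DMSO and 100% = empty-vector control cells with DMSO; inhibition shows as a rise in luminescence from relieved DAX1 repression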
DAX1 inh-2: DAX1 (NR0B1) inhibition, primary screen. inhibition, % at 6.8 µM. HEK293T StAR-luciferase reporter, SF-1/DAX-1 repression relief. AID 652010. 370,000 compounds, 1.1% hits;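 active = inhibition above the mean over all tested compounds plus 3 SD, cut at about 3.6% in these data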;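 note: 0% = DAX-1 cells with DMSO and 100% = cells lacking DAX-1 with DMSO; higher inhibition means more luminescence from relief of DAX-1 repression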
FXN GAA850 act: activators of GAA850 frataxin (FXN) promoter; activation, % at 6 µM; AID 540364; 360,000 compounds, 0.56% hits; HEK293 lucGAA850 FXN promoter luciferase reporter, 24 h; percent of 10 µM SAHA response;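 active = activation above the average of all compounds screened plus 3 SD, cutoff fixed separately per campaign, cut at about 7.5% in these data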;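 note: 0% = DMSO wells and 100% = 10 µM SAHA wells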
ADAM10 inh: inhibitors of human ADAM10 | O14672 | recombinant ADAM10, EDANS/DABCYL FRET peptide cleavage, 3 h | inhibition, % at 7 µM | 370,000 compounds, 0.62% hits | AID 720582;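 active = inhibition above a per-campaign cutoff equal to the mean of compounds falling between control-based bounds plus 3 SD, cut at about 20% in these data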;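 note: 0% = DMSO wells while the 100% control is not disclosed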
GC-A act: GC-A (human) enzyme activation | P16066 | activation, % at 10 µM | HEK293 GC-A cells, cGMP TR-FRET, EC30 ANP; 0% at EC30 ANP, 100% saturating ANP | 370,000 compounds, 0.14% hits; in the data active = activation above about 40%
Target sequence (P16066 whole entry, looked up): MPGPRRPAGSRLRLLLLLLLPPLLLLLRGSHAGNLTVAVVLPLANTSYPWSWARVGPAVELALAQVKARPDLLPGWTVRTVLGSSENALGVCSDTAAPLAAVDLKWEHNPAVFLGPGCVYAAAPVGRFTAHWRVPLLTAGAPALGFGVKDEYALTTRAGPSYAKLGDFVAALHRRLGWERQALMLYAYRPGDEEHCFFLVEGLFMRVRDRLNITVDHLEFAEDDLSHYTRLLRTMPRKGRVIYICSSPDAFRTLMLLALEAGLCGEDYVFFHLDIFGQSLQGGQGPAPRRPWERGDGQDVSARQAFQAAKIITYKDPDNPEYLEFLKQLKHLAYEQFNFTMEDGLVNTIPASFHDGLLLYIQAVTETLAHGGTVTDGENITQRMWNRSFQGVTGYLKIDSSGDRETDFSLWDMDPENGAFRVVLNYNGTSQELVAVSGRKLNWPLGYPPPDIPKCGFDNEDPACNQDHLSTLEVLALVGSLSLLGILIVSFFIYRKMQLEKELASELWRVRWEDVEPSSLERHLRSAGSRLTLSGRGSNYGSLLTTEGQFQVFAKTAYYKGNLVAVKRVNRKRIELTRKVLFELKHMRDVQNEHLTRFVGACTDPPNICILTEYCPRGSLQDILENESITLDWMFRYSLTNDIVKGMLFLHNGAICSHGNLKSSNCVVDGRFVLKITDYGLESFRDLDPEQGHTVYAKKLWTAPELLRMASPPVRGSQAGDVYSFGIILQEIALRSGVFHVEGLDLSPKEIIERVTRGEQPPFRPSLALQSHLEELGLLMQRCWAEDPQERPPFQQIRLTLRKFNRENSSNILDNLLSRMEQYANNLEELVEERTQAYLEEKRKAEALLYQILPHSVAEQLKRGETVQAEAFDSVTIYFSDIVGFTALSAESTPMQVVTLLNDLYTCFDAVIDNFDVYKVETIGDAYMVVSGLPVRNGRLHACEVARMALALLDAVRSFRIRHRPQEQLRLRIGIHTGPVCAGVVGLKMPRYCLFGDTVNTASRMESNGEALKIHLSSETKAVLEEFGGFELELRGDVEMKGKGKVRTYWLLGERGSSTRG
ssDAF12 agonist: activates DAF-12 receptor from parasite S. stercoralis | activation, % at 6.8 µM | HEK293 ssDAF-12/GRIP1 lit1-tk-luc reporter, luminescence; % of 3 µM dafachronic acid response | 370,000 compounds, 1% hits | AID 652126;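 active = activation above the mean over all tested compounds plus 3 SD, cut at about 0.9% in these data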;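 note: 0% = DMSO-only wells and 100% = 3 µM delta7-dafachronic acid wells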
ADAM17 inh: inhibitors of human ADAM17 | P78536 | recombinant ADAM17, EDANS/DABCYL FRET peptide cleavage | inhibition, % at 6.95 µM | 370,000 compounds, 0.83% hits | AID 720648;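 active = inhibition above the mean of compounds lying between control limits plus 3 SD, set per campaign, cut at about 8.5% in these data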;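 note: 0% = DMSO-only wells as the low control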
hgDAF12 agonist: activates the H. glycines DAF-12 receptor ligand-binding domain; HEK293 GAL4-hgDAF12 UAS-luciferase reporter, agonist luminescence; normalized to butyrate control; activation, % at 6.8 µM; 370,000 compounds, 1.8% hits;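 active = activation above a cutoff set at the mean of all screened compounds plus 3 SD, cut at about 10% in these data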;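 note: 0% = DMSO wells and 100% = sodium butyrate wells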
Numbers without * were called inactive; i = inactive; . = not tested or not shown.

SMILES | hcDAF12 agonist | PG9 binder | SMARCA2 activ | DAX1 inh-1 | DAX1 inh-2 | FXN GAA850 act | ADAM10 inh | GC-A act | ssDAF12 agonist | ADAM17 inh | hgDAF12 agonist
CC(O)CNCCCCOc1ccc(OCc2ccccc2)cc1 (stereo not drawn) | 0.4 | 0.7 | 5 | 0.2 | 1.6 | 0.8 | 2 | 6 | -1.7 | -2 | 1.9
CC(C)(C)c1ccc(C(=O)OCCNC(=O)c2c(Cl)nc3ccccn23)cc1 | 1.1 | 4.4 | -2 | 1.4 | -0.7 | 0.1 | 5 | -1 | -0.7 | 2 | 0.3
COc1cc(C)nc(N(C)S(=O)(=O)c2ccccc2Cl)n1 | -0.8 | -2.6 | 0 | -1.1 | -0.9 | -0.1 | -7 | -13 | -1.1 | 1 | 0.8
S=c1[nH]nc2ccccn12 | 0.9 | -2.9 | -4 | 0.9 | -1.6 | 0.7 | -30 | 1 | 0.5 | -10 | 1.3
O=C1OC(NC(=O)c2ccccc2)C(N2CCOCC2)=C1Cl (stereo not drawn) | 0.7 | -1.5 | -2 | 0.1 | 0.3 | 3.1 | -2 | 6 | -0.8 | -1 | -0.7
COC(=O)C1CN(Cc2ccc(F)cc2)CCS(=O)(=O)N1Cc1ccc(C(F)(F)F)cc1 (stereo not drawn) | -2.2 | . | -1 | . | -0.7 | . | 12 | -3 | -1.5 | 4 | -2.4
Cc1ccc(C)c(OCC(=O)Nc2nc3ccc([N+](=O)[O-])cc3s2)c1C | -0.3 | -2.9 | 0 | -0.2 | -0.4 | -1.8 | 6 | 9 | -1.7 | 1 | -0.8
COc1ccc(/C=C2\SC(=S)N(Cc3cccnc3)C2=O)cc1C | -2.9 | 1.9 | 0 | -0.1 | -0.2 | 1.6 | -4 | 4 | -1.1 | 1 | -1.1
CC(C)OCCCNC(=O)c1ccc2c(c1)S(=O)(=O)c1ccccc1C2=O | -2.2 | -4.9 | -1 | -0.3 | -0.7 | 2.5 | 7 | 7 | -1.1 | 0 | -1.8
COc1cccc(-n2c(SCC(=O)c3c[nH]c4ccccc34)nc3ccccc3c2=O)c1 | 2.7 | 36* | 2 | 1.2 | -0.6 | -1.3 | 2 | 0 | 0.3 | 3 | 1.6
O=C(Cc1ccccc1)N/N=C/c1ccc2c(c1)OCO2 | 4.0 | 1.3 | 4 | . | 1.3 | 9.5* | -7 | 0 | -0.6 | -3 | 16*
CCC[C@H]1[C@@H](NC(=O)C#Cc2ccccc2)CC[C@@]23CCCN2C(=O)CCC[C@@H]13 | -1.5 | . | . | . | . | . | 1 | -2 | -1.1 | -1 | -1.4
C[C@H](CO)N1C[C@H](C)[C@@H](CN(C)S(=O)(=O)c2ccccc2)Oc2ccc(NS(=O)(=O)c3cn(C)cn3)cc2C1=O | 0.9 | 4.2 | 3 | -0.8 | -1.3 | 0.6 | 1 | -2 | -1.0 | -2 | -0.9
COc1cc(COc2ccc3c(C)c(CC(=O)O)c(=O)oc3c2C)cc(OC)c1OC | -0.1 | 1.1 | 1 | 1.6 | 0.0 | -1.0 | -142 | 0 | -0.8 | -63 | 1.2
O=[N+]([O-])c1ccccc1S(=O)(=O)Nc1ccc(S(=O)(=O)N2CCCC2)cc1 | -1.5 | 0.2 | -1 | 0.2 | 0.8 | -0.8 | -15 | 0 | -0.8 | 2 | -0.8
COc1cc(O)c(C(=O)O)c(CCc2ccccc2)c1 | 1.1 | -1.8 | 0 | -0.3 | -0.3 | -0.6 | 3 | 1 | -1.1 | 0 | 3.4
CCOC(=O)N1CCN(C(=O)c2cc3c(s2)-c2c(C)cccc2OC3)CC1 | -1.2 | -1.8 | -3 | 0.7 | 0.3 | 2.5 | i | -5 | -1.5 | i | -2.0
CCOc1ccc(CCNC(=O)C2CSC3(C)CCC(=O)N23)cc1OCC (stereo not drawn) | -1.4 | 0.0 | -2 | 0.8 | 0.1 | 1.7 | -18 | 4 | -0.7 | -5 | 0.8
Cc1ccc2nc3c(cc(C(=O)NC4CCS(=O)(=O)C4)n3Cc3ccccc3)c(=O)n2c1 (stereo not drawn) | -0.9 | 23* | -1 | -0.3 | -0.1 | -0.1 | i | 15 | -0.9 | -440 | 1.7
Cn1c(CNS(=O)(=O)c2ccc(Cl)cc2)cc(=O)n(C)c1=O | -0.9 | -2.3 | -1 | -1.0 | 0.0 | 0.7 | -7 | 0 | -1.5 | -8 | 0.8
Cc1cccc(N=C2NC(=O)/C(=C3/C(=O)N(C)c4ccccc43)S2)c1C | 4.4 | -2.6 | 0 | -0.3 | 0.2 | -1.0 | 6 | 0 | -0.6 | 0 | -1.1
CCc1nc(-n2[nH]c(=O)c3ccccc3c2=O)c2c3c(sc2n1)CCCC3 | -0.7 | -0.7 | -3 | -0.1 | 0.1 | 0.3 | -32 | -3 | -1.0 | -7 | -1.0
CCOc1ncccc1C(=O)OC(C)C(=O)NC1CCCCC1 (stereo not drawn) | -1.2 | 0.9 | 5 | -1.6 | 1.3 | 2.8 | 2 | 0 | -1.2 | -2 | 1.0
OC1(c2cccc(C(F)(F)F)c2)CCNCC1 | -1.2 | 2.3 | -4 | 0.8 | -0.2 | -2.1 | -12 | 6 | -0.7 | -3 | -1.0
CCN(CC)CCNC(=O)CNC(=O)c1nn(-c2ccc(OC)cc2)c(=O)c2ccccc12 | -0.7 | -2.7 | 6 | 0.6 | -0.2 | 0.2 | 9 | 4 | -1.3 | -1 | -2.4
COc1ccc(C(=O)O)cc1S(=O)(=O)NCCN(C)C | 1.1 | 0.4 | -3 | 2.2 | 0.3 | 1.5 | -6 | 3 | -0.8 | -6 | 3.2
O=C1CCN(C(=S)NCc2ccccc2)CC1 | 1.6 | -2.4 | 0 | -1.6 | -0.4 | 2.1 | -2 | -1 | -1.3 | -4 | 1.1
COc1ccccc1NC(=S)NNC(=O)c1c(Cl)c(C)nn1C | -2.1 | -0.6 | -1 | -0.3 | -0.6 | -0.1 | 6 | 0 | -1.0 | -3 | -0.5
COC(=O)c1ccc(C(=O)OC)c(NC(=O)CN(C)Cc2ccc(Cl)c(Cl)c2)c1 | -0.8 | 0.9 | -2 | 2.0 | 0.3 | 1.5 | -6 | 11 | -1.6 | 0 | -1.2
COc1ccc(C(C(=O)NCCC(C)C)N(CCO)C(=O)c2snc(C(N)=O)c2N)cc1 (stereo not drawn) | -0.9 | -3.8 | -2 | 1.4 | -0.2 | 0.0 | -124 | -7 | -1.4 | -44 | -1.3
Cc1ccc(NC(=O)Cn2c(O)c(N=NC(N)=S)c3ccccc32)cc1 | -3.5 | 1.1 | -3 | -1.6 | -0.9 | 0.6 | 1 | -2 | -1.2 | -2 | -4.8
Cc1onc(-c2ccccc2)c1-c1nc2cc(Cl)ccc2c(=O)o1 | 2.5 | -1.6 | -2 | . | 0.1 | 0.0 | -8 | -10 | -1.8 | 0 | -0.4
CC(C)C(=O)Nc1cccc(NC(=S)NC(=O)c2ccc3c(c2)OCO3)c1 | 1.0 | -0.4 | 1 | 1.0 | 2.4 | 0.6 | 11 | 0 | -0.8 | -4 | 2.6
O=C(CCCc1nc(-c2ccccc2Cl)no1)N1CCOCC1 | -1.9 | -1.2 | 2 | -0.6 | -0.2 | -1.6 | 1 | 0 | -1.0 | -1 | -1.5
Cc1ccc(C(=O)NC(=S)NCCN2CCOCC2)cc1 | -0.2 | 1.7 | -2 | -0.1 | 0.5 | 4.6 | 8 | 4 | -0.5 | 0 | 2.9
CC[C@@H](C)[C@@H]1CN([C@@H](CN2CCC[C@H]2CN2C(N)=NC[C@H]2CC(C)C)C(C)C)C(=N)N1CCCC1CCCC1 | 0.4 | -0.7 | -2 | -1.6 | -0.4 | 0.0 | 1 | 3 | -0.6 | -2 | 1.6
O=C(O)/C=C/C(=O)N1CCN(S(=O)(=O)c2cc(C(F)(F)F)ccc2Cl)CC1 | 0.4 | 2.3 | -2 | -1.4 | -0.8 | 3.9 | -7 | 1 | -1.9 | -5 | -1.9
CC1(C(=O)NCc2ccccc2)CN(S(C)(=O)=O)CC(=O)N1CCCn1ccnc1 (stereo not drawn) | -0.7 | 0.0 | -3 | . | -0.2 | . | -6 | 0 | -0.7 | -3 | 1.6
COc1ccc(C(=O)OCN2C(=O)c3ccccc3C2=O)cc1 | 1.5 | -2.9 | 0 | -0.4 | -0.1 | 1.8 | -2 | 5 | -0.6 | 0 | -0.9
COc1cc2cc(c1Cl)N(C)C(=O)CC(OC(=O)C(C)N(C)C(C)=O)C1(C)OC1C(C)C1CC(O)(NC(=O)O1)C(OC)C=CC=C(C)C2 (stereo not drawn) | 0.7 | -0.7 | 0 | -0.7 | 3.2 | 0.8 | -11 | -4 | -0.1 | -4 | -7.0
C=CCNC(=O)CN1C(=O)CSc2ccc(S(=O)(=O)N3CCOCC3)cc21 | -1.5 | -1.2 | -2 | -0.9 | -0.3 | -0.2 | -14 | 3 | -1.2 | 2 | 0.2
NC(=O)CC(NC(=O)Cc1cccc2ccccc12)c1ccc(NCCCN2CCCC2=O)c([N+](=O)[O-])c1 (stereo not drawn) | -1.2 | 0.0 | 1 | 0.6 | 0.2 | -0.3 | 2 | -1 | -1.5 | 2 | -0.2
Cc1ccc(NC(=S)Nc2cccc(-c3n[nH]c(=S)o3)c2)cc1 | 0.2 | 1.9 | 2 | 0.7 | -0.5 | 0.3 | -44 | 9 | -1.0 | -15 | 2.1
Cc1ccc(S(=O)(=O)NCC(=O)NCC(=O)N2CCN(c3ncccn3)CC2)cc1C | -0.1 | 1.3 | 0 | 0.1 | -0.1 | -1.0 | -6 | 3 | -1.0 | -7 | -0.8
O=C(COC(=O)c1nc(Cl)ccc1Cl)NCc1ccccc1 | 1.5 | -0.4 | 1 | -0.5 | -0.5 | 1.9 | 7 | -1 | 0.1 | -3 | 0.1
O=C(Oc1ccc(OC(=O)c2ccco2)c(S(=O)(=O)c2ccc(Cl)cc2)c1)c1ccco1 | -0.6 | -1.1 | -4 | 0.2 | -0.7 | 3.4 | 26* | 2 | -0.7 | 8.8* | -2.2
COc1ccc(-c2cc(-c3ccccc3)nc3ncnn23)cc1 | -3.3 | -0.6 | 0 | 0.7 | -1.8 | -0.5 | i | -1 | -1.3 | i | -0.4
COc1cccc(C(=O)Nc2nnc(Cc3ccc(OC)c(OC)c3)s2)c1 | -1.5 | 1.8 | 1 | 1.1 | -0.1 | 1.0 | -4 | 5 | -1.6 | -3 | -0.3
Cc1ccc(S(=O)(=O)N2CCC(C(=O)N/N=C/c3ccncc3)CC2)cc1 | 1.6 | 1.2 | -1 | 3.3 | 0.6 | 2.0 | 0 | 1 | -1.2 | -3 | -0.5

Two of the compounds above, with values under each structure:
Values in the order: hcDAF12 agonist	PG9 binder	SMARCA2 activ	DAX1 inh-1	DAX1 inh-2	FXN GAA850 act	ADAM10 inh	GC-A act	ssDAF12 agonist	ADAM17 inh	hgDAF12 agonist
COc1cccc(C(=O)Nc2nnc(Cc3ccc(OC)c(OC)c3)s2)c1
    -1.5	1.8	1	1.1	-0.1	1.0	-4	5	-1.6	-3	-0.3
Cc1ccc(S(=O)(=O)N2CCC(C(=O)N/N=C/c3ccncc3)CC2)cc1
    1.6	1.2	-1	3.3	0.6	2.0	0	1	-1.2	-3	-0.5

Not a hit list; any-hit rate near 6.8%.
